From PubChem
D2 antag – antagonizes the human D2 dopamine receptor | AID 485344 | 2% of 340,000 active | HEK293 TREx D2 cells, calcium flux, dopamine EC80 | P14416 | inhibition, % at 10 µM; in the data active = inhibition above about 30%; note: 0% is about no effect
Target sequence (P14416 whole entry, looked up): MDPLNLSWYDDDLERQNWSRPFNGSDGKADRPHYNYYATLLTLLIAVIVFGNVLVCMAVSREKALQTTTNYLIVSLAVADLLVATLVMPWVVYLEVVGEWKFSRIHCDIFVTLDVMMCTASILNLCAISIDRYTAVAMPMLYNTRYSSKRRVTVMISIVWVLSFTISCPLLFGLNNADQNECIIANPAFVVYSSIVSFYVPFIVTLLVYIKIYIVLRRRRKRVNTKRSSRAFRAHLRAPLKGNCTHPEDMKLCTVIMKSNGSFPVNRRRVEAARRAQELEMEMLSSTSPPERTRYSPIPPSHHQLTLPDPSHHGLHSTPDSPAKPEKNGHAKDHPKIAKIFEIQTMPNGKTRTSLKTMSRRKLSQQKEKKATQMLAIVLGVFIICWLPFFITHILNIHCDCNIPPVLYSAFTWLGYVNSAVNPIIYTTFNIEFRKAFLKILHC
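Compounds are added to dye-loaded, induced HEK293 T-REx cells coupled to calcium release via D2; after a 3 min kinetic read an EC80 dopamine stimulus is given and fluorescence is recorded for 3 more min.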
D1 potentiator – enhances dopamine response at the human D1 receptor | HEK293 TREx D1 cells, calcium flux, dopamine EC20 potentiation | P21728 | AID 504651 | potentiation, % at 10 µM | 0.036% of 360,000 active; in the data active = potentiation above about 30%; note: 0% is about no effect
Target sequence (P21728 whole entry, looked up): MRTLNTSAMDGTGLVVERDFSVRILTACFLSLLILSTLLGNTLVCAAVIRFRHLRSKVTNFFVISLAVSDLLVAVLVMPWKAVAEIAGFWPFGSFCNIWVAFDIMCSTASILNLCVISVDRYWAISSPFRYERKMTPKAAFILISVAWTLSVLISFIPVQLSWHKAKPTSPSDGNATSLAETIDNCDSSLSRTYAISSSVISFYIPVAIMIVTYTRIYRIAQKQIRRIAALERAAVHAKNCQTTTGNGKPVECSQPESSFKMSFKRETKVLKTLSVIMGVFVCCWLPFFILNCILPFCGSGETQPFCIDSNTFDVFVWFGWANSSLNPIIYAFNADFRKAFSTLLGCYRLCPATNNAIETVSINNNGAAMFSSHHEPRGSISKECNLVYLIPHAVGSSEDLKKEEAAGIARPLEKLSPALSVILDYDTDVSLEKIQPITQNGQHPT
D1 antagonist – blocks dopamine activation of the human D1 receptor. P21728. HEK293 TREx D1 cells, calcium flux, dopamine EC80; active compounds read low. activity change, negative = inhibition, % at 10 µM. 3.2% of 360,000 active; in the data active = activity change below about -30%; note: % is set by controls: 0 for no effect and ±100 for the full control effect
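Inducible Hek293 Trex D1 cells (tetracycline, overnight, 30 C). Calcium dye 30–90 min RT. Antagonist mode: EC80 dopamine added after 180 s compound read.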
RXFP1 antagonist – antagonists of human relaxin receptor RXFP1 | Q9HBX9 | HEK293-RXFP1, relaxin-stimulated cAMP HTRF, 30 min; active compounds read low | activity change, negative = inhibition, % at 57.5 µM | 0.59% of 350,000 active;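 active = activity change of -60% or lower, but not beyond a set lower limit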; note: % is set by controls: 0 for no effect and ±100 for the full control effect
TRHR enhancer – TRH receptor (human) allosteric enhancement. enhancement, % at 2 µM. P34981. AID 493056. 0.66% of 360,000 active. TRHR cells, fluo-8 calcium fluorescence, EC20 TRH enhancement; in the data active = enhancement above about 30%; note: 0% is about no effect
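TRHR-expressing cells loaded with fluo-8 calcium dye were read kinetically (ex 480/em 530) during compound addition, then stimulated with an EC20 of TRH (10 nM final). Enhancement of the Gq-mediated intracellular calcium response was scored.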
D1 ag – human D1 receptor agonism. 1% of 360,000 active. AID 504660. HEK293 T-REx D1 cells, calcium flux, agonist mode. activation, % at 2 µM. P21728; note: 0% is about no effect
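Agonism was scored from calcium flux recorded over 180 s (1 read/s) after pintool compound addition, following a 10-cycle baseline. Cells were inducible force-coupled HEK293 TREx D1, plated overnight at 30 C and loaded with no-wash calcium dye.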
TRHR ag – activates the human TRH receptor; P34981; activation, % at 2 µM; 0.18% of 360,000 active; TRHR cells, calcium flux fluo-8, FDSS agonist mode; note: 0% is about no effect
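Fluo-8-loaded TRHR cells; 10 s baseline, compound added, kinetic Ca2+ fluorescence read 1/s, agonist mode.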
D2 agonist – agonists of human D2 dopamine receptor; activation, % at 2 µM; P14416; HEK293 T-REx D2 cells, calcium flux agonist mode; 0.53% of 340,000 active; AID 485358;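 active = activation over 3 SD above normal in the single-dose calcium agonist read, cut at about 30% in these data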; note: 0% is about no effect
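Agonism is scored from calcium flux in a force-coupled, inducible HEK293 cell line expressing D2, read kinetically for 180 s after compound addition against dopamine controls.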
D2 potentiator – positively modulates the human D2 dopamine receptor allosterically | HEK293 T-REx D2, calcium flux, EC20 dopamine potentiation | 0.34% of 340,000 active | P14416 | AID 485347 | potentiation, % at 10 µM;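 active = potentiation over 3 SD above the plate norm, cut at about 30% in these data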; note: 0% is about no effect
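Using a no-wash calcium dye in inducible, force-coupled HEK293 Trex cells expressing D2, we tracked fluorescence each second for 180 s after compound, then for 180 s after EC20 dopamine to detect augmented signalling.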
The depositor's hits bear a star; . = not tested or not shown. Cut-off read from the data, not from the text of the source, unless noted: active = activation above about 30%; inactive = the rest.

SMILES	D2 antag	D1 potentiator	D1 antagonist	RXFP1 antagonist	TRHR enhancer	D1 ag	TRHR ag	D2 agonist	D2 potentiator
Cn1cc(S(=O)(=O)N2CCCCCC2)cc1C(=O)N1CCN(c2cccc(C(F)(F)F)c2)CC1	.	2	-11	.	3	1	0.0	.	8
CCCCNc1nc2c(c(=O)n(C)c(=O)n2C)n1CC(O)COc1ccccc1C (stereo unspecified)	.	-1	-17	-5	0	-1	-1.1	-1.3	-6
COc1cccc2cc(-c3nnc(Nc4c(F)cccc4F)s3)c(=O)oc12	.	-3	-7	1	-2	1	0.0	0.0	-11
CC(C)CCC1(C)NC(=O)N(CC(=O)c2ccc[nH]2)C1=O (stereo unspecified)	-9	-3	-2	-7	12	1	0.0	0.7	6
Cc1ccc(C)c(S(=O)(=O)N2CCN(C(=O)c3ccccn3)CC2)c1	-13	7	1	0	-2	2	-0.2	0.0	12
COCCSc1nnc(NC(=O)CS(=O)(=O)c2ccccc2)s1	-1	-2	-1	-5	-2	3	1.1	0.1	-3
Cc1ccc(-c2noc(-c3nnn(-c4ccc(Br)cc4F)c3C)n2)cc1	.	4	-11	-5	1	1	0.3	-0.2	5
CCC(=O)Nc1cccc(NC(=S)NC(=O)c2ccccc2C)c1	-1	-3	-15	-1	23	8	0.0	1.1	-7
COCCNC(=O)C(C)Oc1ccc(Cl)cc1Cl (stereo unspecified)	0	-2	-15	-7	-3	-1	-0.3	0.4	6
CCc1ccc(/C=C2/SC(=S)N(CC(=O)Nc3nc4ccccc4s3)C2=O)cc1	-10	3	-17	-36	4	9	0.2	-0.5	8
COc1cccc(CNC(=O)Cn2c(=O)cc(C(F)(F)F)c3c(C)nn(C)c32)c1OC	.	1	39	0	-2	4	-0.7	0.1	11
O=C(O)c1ccc(OCc2cn3ccccc3n2)cc1	-2	1	-8	1	2	2	-1.0	-0.6	9
O=C(NCCCN1CCOCC1)C1COc2ccccc2O1 (stereo unspecified)	3	-6	-23	-7	0	4	0.3	0.2	-10
O=C(Nc1ccc(Br)cc1)c1ccc(CSC2=NCCS2)cc1	-9	2	-4	2	5	9	2.0	0.6	-17
COc1cc(C(=O)N2CCCCCCC2)ccc1OC1CCN(C(C)=O)CC1	16	6	2	-1	3	5	0.4	0.9	-11
COc1ccccc1CNC(=O)COC(=O)c1cccc(S(=O)(=O)N2CCCCC2)c1	-5	-2	11	-11	-1	1	-1.5	0.1	-10
CCC(C)NC(=S)Nc1ccccc1OC (stereo unspecified)	8	-1	8	-12	-4	4	-0.7	-1.1	8
CCOc1ncccc1C(=O)Nc1ccc(C(=O)Nc2ccc(OC)cc2)cc1	-10	-5	-4	-35	8	4	8.9	-0.3	-4
CCOC(=O)c1ccc(Nc2ncnc3ccccc23)cc1	8	3	-2	7	0	2	-0.1	0.4	7
COc1cccc(/C=C(\CC(=O)O)c2nc3ccccc3s2)c1	-1	0	1	7	34*	0	0.4	0.6	-6
CC(=O)Oc1oc(-c2ccccc2)nc1C=Nc1ccccc1	8	1	13	.	2	3	0.1	0.0	-4
COC(=O)C(NC(=O)C(CC(C)C)NC(=O)C1CCC(C)CC1)C(C)C (stereo unspecified)	-1	-3	10	0	1	0	0.2	0.5	1
Cc1cc(N/C(=N\S(=O)(=O)c2ccc(F)cc2F)c2ccccc2)no1	4	0	.	16	-8	0	-0.8	0.2	-14
OCCCNCc1ccc(-c2ccccc2)cc1	9	7	13	-9	14	4	3.2	2.2	-17
N#CCCSc1ccccc1NC(=O)c1cc(=O)c2ccccc2o1	-5	-2	1	19	-2	2	0.0	-0.1	-7
N#CC(=Cc1ccc(O)cc1)C(N)=C(C#N)C#N	7	-2	6	.	15	16	17	2.0	-7
Nc1c([N+](=O)[O-])c(=O)sc2ccccc12	-12	-1	17	-14	12	-2	0.4	-0.4	-1
C=CCOc1cccc(C2NC(=O)c3ccccc3O2)c1 (stereo unspecified)	-12	0	1	-11	-2	2	0.3	-0.8	4
Cn1cnnc1Sc1ccc(C(=O)OCC(=O)NC2CC2)cc1[N+](=O)[O-]	-6	-2	2	23	-1	1	1.0	1.9	1
Cc1c(-c2cc[n+]([O-])cc2)oc2ccc(Br)cc2c1=O	.	12	8	.	11	2	-0.7	.	.
COc1ccc(CN2C(=O)CN=C2Nc2cccc(C)c2C)cc1	3	-2	-21	-4	-7	6	-0.9	0.7	-7
CC1=C(C(=O)c2ccccc2)C(c2ccc(O)cc2)NC(=S)N1 (stereo unspecified)	-14	9	-1	-1	1	3	1.3	-1.4	-4
CN(C(=O)C1CCCO1)C1CCS(=O)(=O)C1 (stereo unspecified)	2	-2	19	0	4	5	0.3	0.3	0
O=C(c1ccco1)N1CCN(C(=O)c2cc(-c3ccc(F)cc3)no2)CC1	2	6	-11	6	-3	0	-0.5	-0.5	-13
NC(=O)c1ccc(N2CCN(c3ccccc3O)CC2)c([N+](=O)[O-])c1	-17	-9	-56*	-7	6	19	-0.5	-1.2	17
O=C(Cc1ccc(Cl)cc1Cl)Nc1cccc(S(=O)(=O)Nc2ccccc2F)c1	6	0	0	0	0	12	0.8	0.6	-7
COc1ccc(C)cc1NC(=O)C(OC(=O)Cn1cnc2c1c(=O)n(C)c(=O)n2C)c1ccccc1 (stereo unspecified)	5	-5	12	1	-2	-1	-0.4	-0.1	-2
Cc1cccn2c(=O)nc(SCC(=O)N3CCOCC3)nc12	15	-13	8	6	-3	1	0.3	0.2	3
O=C(Nc1cccc(Cl)c1)C1CCCN(C2=NS(=O)(=O)c3ccccc32)C1 (stereo unspecified)	19	1	-1	-7	-8	0	0.6	-0.6	-17
COc1ccc(CC(=O)N/N=C/c2ccc(Cl)s2)cc1OC	.	-7	-5	9	11	3	1.2	.	.
O=C(c1ccccc1)C(Cn1cncn1)C(Sc1ccccc1)c1ccccc1 (stereo unspecified)	1	2	-15	-7	-12	6	1.2	1.5	2
COc1cc(C(=O)Nc2ccc(C(N)=O)cc2)c([N+](=O)[O-])cc1OC	-15	-3	1	-1	0	1	-0.1	0.1	-12
O=C(CNC(=O)c1cccc(Cl)c1)Nc1ccc(F)c(F)c1F	-3	1	5	14	-1	0	0.1	-0.3	-12
CCOc1ccc(N=CC2=C(O)CC(C)(C)CC2=O)cc1	-6	-4	-20	-3	-6	4	0.1	0.2	12
Cc1ccc(NC(=O)CN2C(=O)N/C(=C/c3ccc(C)s3)C2=O)cc1	19	-2	9	-26	-6	17	7.5	3.7	-4
CC(=O)Nc1cccc(NC(=O)CSc2ncc(-c3ccc(Cl)cc3)n2Cc2ccco2)c1	1	-8	-26	-33	-9	9	0.1	-1.2	-3
CSCCC(=O)Nc1cc(S(=O)(=O)N2CCOCC2)ccc1N1CCN(C)CC1	14	-12	4	13	3	5	0.3	2.9	-3
Cc1oc(-c2ccccc2F)nc1CS(=O)(=O)CC(=O)NCc1ccccc1Cl	.	9	5	3	0	-1	-1.2	.	.
CCN(CC)C(=O)CSc1nc(N)c(C(=O)Nc2ccc(OC)cc2)s1	11	-1	-32*	3	6	3	-0.1	0.5	5
CN(Cc1ccco1)C(=O)CN1C(=O)NC(c2ccccc2)(c2ccccc2)C1=O	-3	10	-1	-9	9	6	-1.8	-0.3	9
CC(=O)/C(=N\Nc1ccccc1Cl)Sc1nnc(-c2ccccc2)n1-c1ccccc1	-5	0	7	-9	-6	2	-0.1	0.2	5
CCOCCCNC(=O)/C(C#N)=C/c1ccc(C(=O)OC)cc1	7	7	1	8	-8	2	-1.4	1.0	-6
O=C(Oc1ccc(F)cc1C(=O)/C=C/c1cccs1)c1cccc([N+](=O)[O-])c1	.	-10	-1	13	2	6	0.2	.	.
Cc1ccc(CON=C2CCN(c3ncc(C(F)(F)F)cc3Cl)CC2)cc1	10	-4	-11	-6	-2	6	-0.3	0.0	0
CC(C)C[C@H](NC(=O)c1[nH]cnc1C(=O)N[C@@H](C)C(=O)OC(C)(C)C)C(=O)OCc1ccccc1	-14	0	-13	.	-1	3	0.9	0.5	7
Cc1c(NC(=S)NC(=O)CCc2ccccc2)c(=O)n(-c2ccccc2)n1C	40*	-4	-27	-1	0	3	-0.4	-1.6	3
CCC(C)NC(=O)c1cccc(NC(=O)c2nsc3ccccc23)c1 (stereo unspecified)	.	-3	-21	-21	1	2	-0.1	-0.6	8
Cc1ccc2oc(=O)n(CC(=O)OCCC(C)C)c2c1	0	-5	-4	11	35*	2	-0.6	0.2	7
CN(C)CCCN(C(=O)c1ccc(S(=O)(=O)N2CCc3ccccc32)cc1)c1nc2c(Cl)cccc2s1	-1	2	-3	-5	8	5	1.0	0.8	6
Cc1nc2cc(-c3cccc(F)c3)nn2c(C)c1CCC(=O)NC1CCCCC1	.	-3	2	.	-10	0	0.1	0.8	-6

Copied from the results shown (10 entries):
SMILES	D2 antag	D1 potentiator	D1 antagonist	RXFP1 antagonist	TRHR enhancer	D1 ag	TRHR ag	D2 agonist	D2 potentiator
Cc1oc(-c2ccccc2F)nc1CS(=O)(=O)CC(=O)NCc1ccccc1Cl	.	9	5	3	0	-1	-1.2	.	.
CCN(CC)C(=O)CSc1nc(N)c(C(=O)Nc2ccc(OC)cc2)s1	11	-1	-32*	3	6	3	-0.1	0.5	5
CN(Cc1ccco1)C(=O)CN1C(=O)NC(c2ccccc2)(c2ccccc2)C1=O	-3	10	-1	-9	9	6	-1.8	-0.3	9
CC(=O)/C(=N\Nc1ccccc1Cl)Sc1nnc(-c2ccccc2)n1-c1ccccc1	-5	0	7	-9	-6	2	-0.1	0.2	5
CCOCCCNC(=O)/C(C#N)=C/c1ccc(C(=O)OC)cc1	7	7	1	8	-8	2	-1.4	1.0	-6
O=C(Oc1ccc(F)cc1C(=O)/C=C/c1cccs1)c1cccc([N+](=O)[O-])c1	.	-10	-1	13	2	6	0.2	.	.
Cc1ccc(CON=C2CCN(c3ncc(C(F)(F)F)cc3Cl)CC2)cc1	10	-4	-11	-6	-2	6	-0.3	0.0	0
CC(C)C[C@H](NC(=O)c1[nH]cnc1C(=O)N[C@@H](C)C(=O)OC(C)(C)C)C(=O)OCc1ccccc1	-14	0	-13	.	-1	3	0.9	0.5	7
Cc1c(NC(=S)NC(=O)CCc2ccccc2)c(=O)n(-c2ccccc2)n1C	40*	-4	-27	-1	0	3	-0.4	-1.6	3
CCC(C)NC(=O)c1cccc(NC(=O)c2nsc3ccccc23)c1 (stereo unspecified)	.	-3	-21	-21	1	2	-0.1	-0.6	8

Further compounds
SMILES	D2 antag	D1 potentiator	D1 antagonist	RXFP1 antagonist	TRHR enhancer	D1 ag	TRHR ag	D2 agonist	D2 potentiator
Cn1c(=O)[nH]c(=O)c2c1nc(N1CCCC1)n2CCSc1nc2ccccc2[nH]1	-2	4	-1	.	3	3	-0.2	-0.5	1
O=C(NCc1ccccc1)c1ccc2c(c1)N(Cc1cccc(Cl)c1)C(=O)c1ccccc1S2(=O)=O	.	0	-1	-15	-5	6	0.8	0.1	8
Cc1[nH]c(=O)[nH]c(=O)c1NC(=O)CSc1ncccc1-c1nc2ccccc2[nH]1	1	2	17	-6	1	3	0.4	-0.4	15
Cc1ccc(Cl)c(OCCCN(C)Cc2ccccc2)c1	63*	-3	-55*	-27	5	7	1.2	-0.3	-22
CCCCC1CCC(C(=O)N2CCOCC2)CC1 (stereo unspecified)	-7	-9	-11	-6	26	-1	0.1	0.3	-6
COc1ccccc1/C=C(/CC(=O)NCc1ccccc1)c1nc2ccccc2s1	-2	0	-12	3	-2	5	-1.5	-1.2	-5
